Source: PubChem (National Center for Advancing Translational Sciences (NCATS))
p53null 32C tox = qHTS Screen for Compounds that Selectively Target Cancer Cells with p53 Mutations: Cytotoxicity of p53 Null Cells at the Permissive Temperature; 0.62% of 55,000 active; Potency, µM (highest dose often 46.1 µM), without a hit: at the top dose activity change, negative = cytotoxicity, usual class: cytotoxic; AID 903, 2007; H1299-neo p53 null cells, ATP luminescence, 24 h, 32C;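 note: potency is the fitted concentration of half-maximal effect; 0% = DMSO only and -100% = full killing by 100 µM tamoxifen; nearly all actives have a fitted effect of over 55% in size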
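Overnight 37C seeding (600 cells/well) of H1299-neo preceded a 24 hr, 32C exposure to compounds up to 46 uM. ATP levels, read by luminescence after 20 min at RT, indicated surviving cells.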
TSG101-PTAP inh = qHTS Validation Assay for Inhibitors of HIV-1 Budding by Blocking the Interaction of PTAP/TSG101: Sytravon Library Screen; Fluorescence polarization, FITC-PTAP peptide/Tsg101, 20 min; Potency, µM (doses to about 115 µM), inactives show at the highest dose activity change, negative = inhibition, hits mostly inhibitors; 44,000 tested, under 10 active; AID 1347069, 2019; note: potency is the fitted concentration of half-maximal effect; 0% is about no effect
Target sequence (Q99816 whole entry, looked up): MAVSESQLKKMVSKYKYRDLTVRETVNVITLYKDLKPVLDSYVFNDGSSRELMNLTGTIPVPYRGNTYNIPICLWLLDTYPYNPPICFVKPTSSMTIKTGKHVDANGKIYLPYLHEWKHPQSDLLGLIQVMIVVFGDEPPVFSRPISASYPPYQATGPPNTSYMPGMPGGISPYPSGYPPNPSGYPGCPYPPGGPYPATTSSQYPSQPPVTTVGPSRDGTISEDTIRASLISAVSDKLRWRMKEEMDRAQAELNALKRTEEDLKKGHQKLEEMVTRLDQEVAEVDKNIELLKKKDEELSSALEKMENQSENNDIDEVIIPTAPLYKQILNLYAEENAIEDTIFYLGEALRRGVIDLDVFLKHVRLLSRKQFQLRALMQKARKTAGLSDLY
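Steps: Tsg101 binding domain (10 uM final) in HEPES pH 7.5/NaCl/Tween 20/EDTA/TCEP; add compound; add FITC-PTAP peptide (50 nM final); incubate 20 min r.t.; read polarization.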
NTMT1 inhibitor = Primary qHTS for Inhibitors of N-terminal methyltransferase 1 (NTMT1): MTaseGlo Assay. N-terminal Xaa-Pro-Lys N-methyltransferase 1 (Homo sapiens), Q9BV86. NTMT1 MTase-Glo SAH luminescence, purified enzyme. Potency, µM (highest dose often 114 µM), inactives show top-dose activity change, negative = inhibition, most hits filed as inhibitors. 2.5% of 59,000 active;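 note: potency is the fitted concentration of half-maximal effect; plate controls were DMSO vehicle for no effect and no enzyme for full effect; nearly all actives have a fitted effect of over 65% in size; many of its hits are not listed in these tables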
B2AR arrestin ag = qHTS assay of beta-arrestin-biased ligands of beta2-adrenergic receptor: NCGC Sytravon Library Screen; AID 1347077, 2019; 44,000 tested, under 10 active; HTLA Tango cells, beta-arrestin recruitment, luciferase luminescence, 18 h; Potency, µM (titrated, usually from 46.1 µM), for inactives: at the highest dose activation, actives largely listed as activators;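 note: potency is the fitted concentration of half-maximal effect; 0% = DMSO and full agonism = EC100 isoproterenol or metaproterenol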
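Luminescence read-out: arrestin recruitment to recombinant beta2-AR releases tTA, inducing luciferase. Cells exposed 18 hr at 37 degrees C to up to 46 microM compound; %Activity from corrected signal, concentration-response curves classified by r2, magnitude and efficacy.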
FH mod = Identification of activators of human fumarate hydratase by quantitative high-throughput screening | Fumarate hydratase, mitochondrial (Homo sapiens), P07954 | FH coupled MDH/diaphorase resazurin fluorescence, 15 min | Potency, µM (doses to about 79.9 µM), for the others: at the highest dose activity change, negative = inhibition, hits mostly inhibitors | 0.22% of 54,000 active | AID 1347055, 2019; note: potency is the fitted concentration of half-maximal effect; % is set by controls: 0 for no effect and ±100 for the full control effect; the screen sought activators but most active calls are inhibition curves; nearly all actives have a fitted effect of over 45% in size
Target sequence (P07954 whole entry, looked up): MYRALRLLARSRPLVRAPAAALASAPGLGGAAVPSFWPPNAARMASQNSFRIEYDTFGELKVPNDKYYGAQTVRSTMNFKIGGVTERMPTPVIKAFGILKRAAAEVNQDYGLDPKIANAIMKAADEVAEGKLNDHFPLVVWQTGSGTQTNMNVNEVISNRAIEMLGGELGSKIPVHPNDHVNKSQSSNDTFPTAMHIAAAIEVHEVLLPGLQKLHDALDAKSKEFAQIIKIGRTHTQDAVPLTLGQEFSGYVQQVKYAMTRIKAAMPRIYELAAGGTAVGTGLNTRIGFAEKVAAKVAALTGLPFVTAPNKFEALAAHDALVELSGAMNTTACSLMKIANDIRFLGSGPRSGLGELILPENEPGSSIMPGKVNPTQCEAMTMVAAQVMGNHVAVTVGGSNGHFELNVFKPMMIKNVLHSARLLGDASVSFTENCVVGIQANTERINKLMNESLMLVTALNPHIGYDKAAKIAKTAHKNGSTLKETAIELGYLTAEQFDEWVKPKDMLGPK
GALK inh = qHTS Assay for Inhibitors of Human Galactokinase (GALK): NCGC Sytravon Library Screen | Potency, µM (titrated, usually from 57.5 µM), for the others: top-dose activity, negative = inhibition, hits mostly inhibitors | P51570 | AID 1347072, 2019 | recombinant GALK, Kinase-Glo ATP luminescence, 1 h | 44,000 tested, under 10 active;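 note: plate controls were full GALK reaction for no effect and reaction lacking GALK for full effect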
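Luminescent ATP-depletion readout (Kinase-Glo Plus, 10 min) after 1 h RT reaction of 5 nM GALK, 35 uM ATP, 100 uM galactose, pH 8.0 HEPES buffer. Decreased kinase activity scored as inhibition.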
p53null 39C kill = qHTS Screen for Compounds that Selectively Target Cancer Cells with p53 Mutations: Cytotoxicity of p53 Null Cells at the Nonpermissive Temperature; H1299 p53-null (neo) cells, 39C, ATPlite viability, 24 h; Potency, µM (top dose mostly 46.1 µM), for inactives: top-dose activity, negative = cell killing, actives largely listed as cytotoxic; 0.97% of 55,000 active; AID 904, 2007;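 note: potency is the fitted concentration of half-maximal effect; 0% = DMSO only and -100% = full killing by 100 µM tamoxifen; nearly all actives have a fitted effect of over 50% in size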
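Luminescent ATP signal reported cell survival after H1299 lines (neo, p53 null; or p53 A138V) received up to 46 uM compound and 24 hr incubation at 39C.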
* hit, by the source's call; ? = inconclusive; . = not tested or not shown; [ ] = dose if it differs, or a comment. Calls come from the whole dose curve; as a rule, active = well fitted curve in the direction sought with a large enough effect; inconclusive = small, poorly fitted or top-dose-only effect, or another doubt; inactive = no such curve, though single readings can be large; an effect the other way counts as inactive or inconclusive. An excerpt; rates above refer to the full screens.

Order of values: GALK inh, TSG101-PTAP inh, B2AR arrestin ag, FH mod, NTMT1 inhibitor, p53null 32C tox, p53null 39C kill
1	Cc1ccc(CN2c3ccccc3S(=O)(=O)c3ccccc32)cc1
  -1%, 7%, 1%, -5%, -5%, 16%, 22%
2	O=c1cc(-c2ccccc2)nc(SCc2nc(-c3cccc(C(F)(F)F)c3)no2)[nH]1
  -1%, 1%, 1%, -20%, 3%, 0%, 9%
3	CCCOc1ccc(/C=C/C(=O)Nc2sc3c(c2C(=O)OCC)CCC(C)C3)cc1OC (stereo unspecified)
  0%, 0%, 1%, -3%, 9%, -4%, 35%[activator]
4	Cc1ccc(S(=O)(=O)c2cn(Cc3cccc(F)c3)c3cc(N4CCCC4)c(F)cc3c2=O)cc1
  1%, -1%, 0%, -23%, -2%, -2%, -11%
5	COc1ccc(CCNS(=O)(=O)c2c(C)nc3sc(C)cn3c2=O)cc1OC
  4%, -1%, -1%, -1%, 0%, 6%, 2%
6	O=S(=O)(NCCc1csc2nc(-c3ccc(F)cc3)nn12)c1ccc2c(c1)OCCO2
  0%, -7%, -3%, -13%, 10%, -1%, 34%[activator]
7	COC(=O)c1ccc2c(c1)N(CC(=O)Nc1cccc(C(F)(F)F)c1)C(=O)c1ccccc1S2
  -1%, -4%, 0%, 1%, 17%, -6%, -20%
8	COc1ccc(Cl)cc1NC(=O)CN1Cc2ccccc2C1=O
  4%, -6%, -1%, 2%, -10%, -9%, -4%
9	CCCCCC(=O)Nc1ccc(NC(=O)c2cc3ccccc3o2)c(OC)c1
  -3%, 4%, 0%, 0%, 5%, -2%, -25%
10	COc1ccc(-c2cc(C(F)(F)F)nc(SCC(=O)NCCc3ccccc3)n2)cc1OC
  0%, -5%, 1%, -11%, -8%, 11%, -27%
11	CCc1ccccc1OCCSc1nnc(-c2cc(OC)c(OC)c(OC)c2)o1
  -13%, 2%, -3%, ., ., -4%, 3%
12	COc1cc(OC)c(NC(=O)N2CC=C(c3c[nH]c4ccccc34)CC2)cc1Cl
  5%, 57%[activator], -1%, -16%, -2%, 18%, 9%
13	O=C(c1ccco1)n1nc(-c2ccccc2)nc1NCc1ccc(F)cc1
  3%, -4%, 1%, -11%, 5%, -3%, -22%
14	Cn1c(=O)c2c(ncn2CC(=O)Nc2cccc(C(F)(F)F)c2)n(C)c1=O
  -16%, -3%, 0%, ., ., -9%, -1%
15	O=C(c1ccccc1)N1CCN(CCc2ccncc2)CC1
  5%, -4%, -3%, 3%, 8%, -8%, -10%
16	COc1cc(OC)c(NC(=O)CN2C(=O)CCn3nc(-c4cccn4C)cc32)cc1Cl
  0%, 0%, 2%, -9%, 6%, 0%, 5%
17	CCOc1ccc(-c2nnc(SCC(=O)Nc3cccc(C#N)c3)o2)cc1
  -1%, 2%, -1%, 0%, 6%, ?, -10%
18	CCN1CCN(c2c(S(=O)(=O)c3ccc(C)c(C)c3)cnc3cc(OC)c(OC)cc23)CC1
  -2%, -14%, 1%, 0%, -17%, 17%, -10%
19	Cc1ccc(CNC(=O)c2sc3nc(-c4ccccc4)cn3c2C)cc1
  1%, 2%, 2%, 6%, -4%, -1%, 9%
20	COc1cc(Cl)c(C)cc1NC(=O)c1cc2c(s1)-c1c(C)cccc1OC2
  -12%, 1%, 0%, 7%, 6%, -10%, -18%
21	COc1ccc2c(c1)c(=O)c(S(=O)(=O)c1ccc(C)c(C)c1)cn2CC(=O)Nc1ccccc1
  5%, -2%, 1%, -19%, 4%, 2%, -8%
22	O=C(COc1ccc(Cl)cc1)Nc1ccc(-c2nc3cc(Cl)ccc3o2)c(O)c1
  -15%, 2%, 1%, -2%, ?, -10%, -5%
23	N#Cc1c(-c2ccccc2)cc(-c2ccccc2)nc1SCC(O)CS(=O)(=O)Cc1ccc(Cl)cc1 (stereo unspecified)
  0%, -2%, 0%, -14%, -6%, -3%, 19%
24	Cc1ccc(-c2nc3c4ccccc4n(CC(=O)N4CCN(c5ccccc5F)CC4)c(=O)n3n2)cc1
  -2%, -9%, -1%, -1%, 3%, -2%, 2%
25	Cc1ccc(-n2c(SCCC(C)C)nc3sc4c(c3c2=O)CC(C)(C)OC4)cc1
  -1%, -2%, -2%, -2%, 1%, -1%, 7%
26	Cc1cccc(N2CC(C)Cn3c2nc2c3c(=O)n(CC(=O)O)c(=O)n2C)c1 (stereo unspecified)
  -1%, -6%, 0%, -2%, 6%, 4%[9.22 µM], 10%
27	C=Cc1ccc(Cn2c(C)c(CNCCc3ccc(OCC)cc3)c(C(=O)O)c2C)cc1
  -1%, -1%, -4%, -2%, -18%, 14%, -13%
28	Cc1cc(C)cc(Nc2nc3c(S(=O)(=O)c4cccc(Cl)c4)nnn3c3ccsc23)c1
  3%, 3%, 3%, 10%, -1%, -5%, -22%
29	CCOc1ccccc1NC(=O)n1ncc2cc(Cl)ccc21
  1%, -1%, -3%, -11%, 9%, -2%, 29%
30	Cc1cc(NC(=O)CN(C)S(=O)(=O)c2ccc3c(c2)CCC(=O)N3)ccc1Br
  -4%, 2%, 0%, -8%, -4%, 4%, -10%
31	COc1cccc(-c2nc3c(C#N)c[nH]n3c2NC2CCC(C)CC2)c1 (stereo unspecified)
  1%, 2%, -4%, -13%, -9%, -3%, 4%
32	O=C(Nc1onc2c1CCCC2)c1ccccc1
  4%, 8%, -1%, -21%, ?, ?, ?
33	COc1ccc(OCC(=O)NCc2ccc3c(c2)CCN3C(=O)c2ccc(F)cc2)cc1
  0%, -9%, 0%, -14%, -10%, -8%, 13%
34	COc1ccccc1-c1c(C)nn2c(N3CCN(c4cccc(Cl)c4)CC3)cc(C)nc12
  6%, -3%, -2%, -6%, 1%, -14%, 19%
35	Cc1ccc(CNC(=O)c2cccc(-n3cnc4cccnc43)c2)cc1
  ?, -4%, 0%, -6%, 2%, -1%, -3%
36	Cc1ccc(NC(=O)c2sc3nc[nH]c(=O)c3c2C)cc1C
  -3%, 2%, 1%, -1%, 7%, -25%, 0%
37	O=C(O)Cn1c(-c2cccs2)cc2cc(Cl)ccc21
  5%, 1%, -3%, -12%, -20%, -3%, -22%
38	COc1ccc(CNC(=O)c2cnc(N(C)C)nc2)cc1
  4%, 2%, 0%, -12%, 5%, -6%, -3%
39	COc1ccc(Cn2nnc3c(=O)[nH]c(C4CCN(C(=O)c5ccc(C)cc5)CC4)nc32)cc1OC
  0%, -2%, 1%, -10%, -6%, 4%, 5%
40	Cc1cc(NC(=O)c2ccc(Cl)c(Cl)c2)ccc1-c1cc2ccccc2oc1=O
  -1%, 0%, -1%, -5%, -7%, 5%, 19%
41	COc1cccc(C(=O)c2cn(CC(=O)Nc3cccc(C(F)(F)F)c3)c3nc(C)ccc3c2=O)c1
  -1%, 17%, 0%, -24%, -2%, 6%, 27%
42	CCc1ccc(CNC(=O)c2cc3cc(S(=O)(=O)N4CCCCC4)ccc3n2C)cc1
  1%, -12%, 0%, -16%, 18%, -6%, ?
43	COc1cc(N2C(=O)CSC23C(=O)N(Cc2cccc(F)c2)c2ccccc23)cc(OC)c1OC (stereo unspecified)
  -1%, -5%, 0%, -15%, 4%, 0%, 3%
44	CCOC(=O)c1noc2ncn(CC(=O)Nc3ccc(F)cc3Cl)c(=O)c12
  -3%, 0%, 2%, -5%, 5%, -1%, 13%
45	COc1ccc(CCNC(=O)c2cnn(-c3cccc(C)c3)c2C2CCN(C(=O)OC(C)(C)C)CC2)cc1OC
  0%, -12%, 0%, -18%, 20%, 12%, -1%
46	O=C(c1cccn1-c1nnc(N2CCCC2)s1)N1CCN(c2ccc(Cl)cc2)CC1
  -1%, -10%, 0%, -9%, 10%, -3%, -3%
47	CC(C)c1nn2c(=O)cc(COC(=O)c3cccc(NC(=O)COc4ccc(F)cc4)c3)nc2s1
  0%, 0%, -1%, -2%, 2%, -10%, 17%
48	COCCNC(=O)c1c(C)oc2nc(C)nc(N3CCOCC3)c12
  -1%, -2%, 0%, 1%, 9%, 0%, -20%
49	Cc1cc(C)c(Cn2c(=O)n(CCC(=O)NCCc3ccccc3)c(=O)c3ccccc32)c(C)c1
  -1%, 1%, 0%, 1%, -7%, 2%, -8%
50	COc1ccccc1NC(=O)CSc1oc(-c2cccs2)nc1S(=O)(=O)c1ccccc1
  -2%, 0%, 0%, -20%, -15%, 6%, -12%
51	Cc1ccc2c(CC(=O)N3CCN(c4cccc(Cl)c4)CC3)coc2c1C
  2%, 0%, 0%, -25%, -13%, 13%, 24%

Grouped by structure, the compounds so far containing a thiophene ring, fused or not (7)
Order of values: GALK inh, TSG101-PTAP inh, B2AR arrestin ag, FH mod, NTMT1 inhibitor, p53null 32C tox, p53null 39C kill
3	CCCOc1ccc(/C=C/C(=O)Nc2sc3c(c2C(=O)OCC)CCC(C)C3)cc1OC (stereo unspecified)
  0%, 0%, 1%, -3%, 9%, -4%, 35%[activator]
20	COc1cc(Cl)c(C)cc1NC(=O)c1cc2c(s1)-c1c(C)cccc1OC2
  -12%, 1%, 0%, 7%, 6%, -10%, -18%
25	Cc1ccc(-n2c(SCCC(C)C)nc3sc4c(c3c2=O)CC(C)(C)OC4)cc1
  -1%, -2%, -2%, -2%, 1%, -1%, 7%
28	Cc1cc(C)cc(Nc2nc3c(S(=O)(=O)c4cccc(Cl)c4)nnn3c3ccsc23)c1
  3%, 3%, 3%, 10%, -1%, -5%, -22%
36	Cc1ccc(NC(=O)c2sc3nc[nH]c(=O)c3c2C)cc1C
  -3%, 2%, 1%, -1%, 7%, -25%, 0%
37	O=C(O)Cn1c(-c2cccs2)cc2cc(Cl)ccc21
  5%, 1%, -3%, -12%, -20%, -3%, -22%
50	COc1ccccc1NC(=O)CSc1oc(-c2cccs2)nc1S(=O)(=O)c1ccccc1
  -2%, 0%, 0%, -20%, -15%, 6%, -12%
